PREPL inh: human PREPL enzyme inhibition | Q4J6C6 | recombinant PREPL, fluorescence polarization activity-based probe | inhibition, % at 5.96 µM | hit rate 0.68% among 320,000 | AID 2751; in the data active = inhibition above about 43%;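 also: 0% = enzyme with DMSO and 100% = wells lacking enzyme; many of its hits are not listed in these tables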
PAFAH1B2 inh: PAFAH1B2 (human) inhibition. recombinant PAFAH1B2, FP-rhodamine activity probe, fluorescence polarization. inhibition, % at 3.39 µM. hit rate 1.2% among 340,000;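 active = inhibition above the mean of all tested compounds plus 3 SD, cut at about 24% in these data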;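 also: 0% = enzyme with DMSO and 100% = wells lacking PAFAH1B2; many of its hits are not listed in these tables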
EBNA-1 inhibitor: blocks EBNA-1 binding to DNA | EBNA-1 DNA binding, fluorescence polarization | hit rate 0.34% among 300,000 | inhibition, % at 14.8 µM | AID 1950; in the data active = inhibition above about 28%
LYPLA1 inh: counter-screen for PME1 inhibitors: inhibitors of human LYPLA1 | inhibition, % at 5.9 µM | recombinant LYPLA1, FP-Rh probe fluorescence polarization | O75608 | hit rate 0.16% among 320,000;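 active = inhibition above the mean of all tested compounds plus 3 SD, set per campaign, cut at about 14% in these data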;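 also: inhibitors block serine hydrolase probe labeling of LYPLA1 so polarization falls; 0% = enzyme with DMSO and 100% = wells lacking LYPLA1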
PAFAH1B3 inh: inhibitors of human PAFAH1B3. inhibition, % at 3.39 µM. recombinant PAFAH1B3, FP-rhodamine probe, fluorescence polarization. hit rate 0.28% among 340,000. AID 492972. Q15102;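 active = inhibition above the screen-wide average of all tested compounds plus 3 SD, cut at about 25% in these data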;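 also: 0% = enzyme with DMSO only and 100% = wells lacking PAFAH1B3 protein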
LYPLA2 counter: LYPLA2 (human) inhibition in PME1 counter-screen; O95372; recombinant LYPLA2, FP-Rh probe fluorescence polarization; inhibition, % at 5.9 µM; hit rate 0.38% among 320,000; AID 2177;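 active = inhibition above the screen-wide mean plus 3 SD, limit set per campaign, cut at about 26% in these data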;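 also: 0% = LYPLA2 with DMSO and 100% = wells lacking LYPLA2 enzyme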
Target sequence (O95372 whole entry, looked up): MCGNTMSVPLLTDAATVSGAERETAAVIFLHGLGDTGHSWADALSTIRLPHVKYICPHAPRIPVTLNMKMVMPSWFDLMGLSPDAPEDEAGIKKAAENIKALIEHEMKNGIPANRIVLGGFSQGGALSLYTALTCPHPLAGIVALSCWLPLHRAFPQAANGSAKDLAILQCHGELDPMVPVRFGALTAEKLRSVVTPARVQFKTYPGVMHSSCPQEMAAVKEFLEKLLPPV
PAFAH2 FP inh: PAFAH2 (human) inhibition; hit rate 0.99% among 340,000; inhibition, % at 3.39 µM; recombinant PAFAH2, FP-rhodamine activity probe, fluorescence polarization;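 active = inhibition above the mean over all tested compounds plus 3 SD, cut at about 30% in these data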;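 also: inhibitors block probe labeling of enzyme so polarization drops; 0% = enzyme with DMSO and 100% = wells lacking PAFAH2 protein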
ZTA DNA inh: blocks Epstein-Barr virus ZTA, an EBNA-1 counter-screen; ZTA-DNA binding, fluorescence polarization; inhibition, % at 11 µM; AID 2234; hit rate 0.15% among 320,000; in the data active = inhibition above about 33%
Target sequence (P03206 whole entry, looked up): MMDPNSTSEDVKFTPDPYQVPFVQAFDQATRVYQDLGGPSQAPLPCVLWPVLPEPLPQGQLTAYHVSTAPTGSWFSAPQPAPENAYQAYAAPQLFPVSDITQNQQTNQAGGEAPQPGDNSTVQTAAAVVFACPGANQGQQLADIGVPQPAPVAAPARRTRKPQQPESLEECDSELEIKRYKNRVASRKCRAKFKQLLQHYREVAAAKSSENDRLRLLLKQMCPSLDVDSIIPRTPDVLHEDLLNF
pPAFAH inh: pPAFAH (human) enzyme inhibition; Q13093; recombinant pPAFAH, FP-rhodamine probe fluorescence polarization; inhibition, % at 3.39 µM; hit rate 1.5% among 330,000;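 active = inhibition above the mean inhibition across the screen plus 3 SD, cut at about 25% in these data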;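 also: inhibitors block binding of the rhodamine activity-based probe so polarization drops; 0% = enzyme with DMSO and 100% = wells lacking pPAFAH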
Target sequence (Q13093 whole entry, looked up): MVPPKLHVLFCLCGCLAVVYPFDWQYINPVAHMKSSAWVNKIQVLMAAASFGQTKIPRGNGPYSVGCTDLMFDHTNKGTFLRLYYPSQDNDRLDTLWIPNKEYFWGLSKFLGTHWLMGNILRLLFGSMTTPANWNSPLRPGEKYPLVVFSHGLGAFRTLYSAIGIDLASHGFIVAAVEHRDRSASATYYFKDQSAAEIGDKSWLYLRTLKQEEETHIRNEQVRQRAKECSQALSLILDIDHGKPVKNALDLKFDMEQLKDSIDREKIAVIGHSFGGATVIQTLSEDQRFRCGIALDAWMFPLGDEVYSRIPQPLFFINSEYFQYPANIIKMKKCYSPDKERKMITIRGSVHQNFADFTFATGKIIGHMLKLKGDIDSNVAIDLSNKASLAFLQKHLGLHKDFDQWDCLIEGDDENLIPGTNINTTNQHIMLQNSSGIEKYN
The depositor's hits bear a star; . = not tested or not shown.

SMILES	PREPL inh	PAFAH1B2 inh	EBNA-1 inhibitor	LYPLA1 inh	PAFAH1B3 inh	LYPLA2 counter	PAFAH2 FP inh	ZTA DNA inh	pPAFAH inh
COc1cccc(NC(=O)COC(=O)CCn2c(C)csc2=O)c1	-2	1	-8	-3	-8	-2	-2	-12	-1
CN1CCN(S(=O)(=O)c2cccc(C(=O)NC3CCCc4ccccc43)c2)CC1 (configuration not stated)	-2	13	-3	-1	0	0	-2	11	-3
COc1ccc(OC)c(N/C(C)=C/C(=O)c2ccc(C)o2)c1	-11	4	-11	6	11	1	-2	-15	4
Cc1ccc(S(=O)(=O)Nc2cc(C)c(O)c(S(=O)(=O)c3ccc(C)cc3)c2)cc1	-1	34*	11	1	8	9	17	-9	5
O=C(NCc1ccc(OC(F)(F)F)cc1)C12CN(Cc3ccccc3)CC1C(c1cccc([N+](=O)[O-])c1)=NO2 (configuration not stated)	12	2	8	-4	0	-13	8	-7	10
COc1cc(OC)cc(-c2cc3ccccc3c(=O)o2)c1	10	5	.	.	11	.	-7	.	8
CC(=O)c1ccc(NC(=O)C(C)OC(=O)C2CC(=O)N(c3ccc4c(c3)OCCO4)C2)cc1 (configuration not stated)	0	-3	5	-2	4	5	5	16	12
COc1ccccc1NC(=O)CSc1nnc(-c2ccoc2C)o1	-2	1	.	-6	1	1	3	0	2
CCCOc1ccc(CN(C)c2ncnc(N)n2)cc1	-2	-7	7	4	1	-3	1	4	3
CC(C)(C)N1C(=O)c2ccc(C(=O)NCc3ccco3)cc2C1=O	-4	-5	8	-6	0	-1	-3	4	1
CCOC(=O)c1ccc(NC(=O)c2cc(F)c(F)cc2Cl)cc1	5	5	3	-1	5	5	-8	3	-3
O=C1CC(N2CCN(c3ccccc3)CC2)C(=O)N1Cc1ccc(Cl)cc1 (configuration not stated)	-59	4	-2	-1	1	9	-2	-4	15
COc1cc2c(c(OC)c1OC)C(c1ccc(C)cc1)CC(=O)O2 (configuration not stated)	.	1	.	.	8	.	3	.	-3
COC(=O)COc1c(Cl)cc(Cl)c2ccc(C)nc12	-1	1	2	3	6	5	3	-14	2
O=C(C[n+]1cc(-c2ccccc2)n2c1CCCCC2)c1ccc(Br)cc1	54*	-1	3	5	1	4	-1	6	4
COc1ccccc1-c1nnc(SCC(=O)Nc2ccccc2)o1	-10	-3	-2	-1	9	1	0	-12	2
COc1ccc(Cl)cc1NC(=O)C(C)NC(c1ccccc1)c1ccccc1 (configuration not stated)	-3	2	15	-6	6	-7	-8	8	7
Cc1csc(OCc2ccc(C#N)cc2)n1	11	5	-13	-1	7	3	-3	-26	3
Cc1cc(N(C)C)c(C#N)c(NCc2ccccc2)n1	9	3	-9	0	6	-1	0	2	0
Cc1ccc(NC(=O)CCC(=O)NNC(=O)C(c2ccccc2)c2ccccc2)c(C)c1	-3	-4	-1	-4	0	-5	-6	1	0
CC(C)(C)C(=O)Nc1ccc(C(=O)NCc2cccnc2)cc1	14	4	-4	-2	6	5	1	-1	-4
COC(=O)c1cc(=O)nc2sc(-c3cccs3)nn12	16	-2	10	-4	7	-4	-2	-8	1
COc1ccc(-c2noc(CN(C)C(=O)c3ccoc3C)n2)cc1	9	4	0	-2	8	3	-7	6	0
Cc1cc(=O)[nH]c(N/N=C/c2ccccc2Cl)n1	-3	-1	-3	-3	8	2	2	-10	0
CCCc1nn(C(=O)c2ccccc2)c2c1C(=O)CC(C)(C)C2	-4	7	12	0	13	-1	5	2	3
C=CCNC(=S)NNC(=O)COc1ccc(Br)cc1	-5	-3	4	-4	9	4	1	0	-4
CCOC(=O)N1CCN(CC(=O)Nc2ccc(F)cc2F)CC1	9	2	3	-3	13	5	1	-13	-1
Cc1cc(C)cc(NC(=O)C(=O)NCc2ccccn2)c1	1	1	13	-3	9	0	1	15	3
CC(=O)Nc1cccc(C(=O)OC(C)C(=O)NC2CCCc3ccccc32)c1 (configuration not stated)	-1	0	8	0	0	4	1	11	6
CC(=O)N(C)c1ccc(NC(=O)c2ccc([N+](=O)[O-])cc2Cl)cc1	1	1	4	-1	11	8	-4	6	2
Cc1sc2nc(SCC(=O)N(C)c3ccccc3)n(C)c(=O)c2c1C	-12	3	-3	-5	3	-4	3	-5	-3
C=CCNS(=O)(=O)NC(=O)C1=C(N2CCCC2)COC1=O	3	0	.	.	9	.	3	.	-1
Cc1ccc(/C=N/NC(=O)Cn2nc(C)c(Br)c2C)o1	6	7	6	1	8	1	12	2	3
O=C(Nc1cccc(Cl)c1)Nc1ccc2c(c1)OCO2	14	8	3	-10	7	11	-8	-7	14
CC1(C)CC(=O)C(CC(=O)NC(=O)NCc2ccccc2)=C(O)C1	-11	1	1	0	2	1	10	-9	2
CCC1(CC)C(=O)C2=C3C1[C@H](C(=O)OC)C=C(C(=O)OC)C[C@H]3n1c(=O)n(-c3ccccc3)c(=O)n1[C@H]2C (some centres not stated)	-2	1	8	2	9	8	1	8	2
COc1ccc(NC(=O)CN(C)CC(=O)Nc2ccccc2SC)cc1Cl	4	-5	4	-1	-3	6	-4	15	3
NS(=O)(=O)c1ccccc1	2	3	1	3	1	0	1	0	5
Cc1ccc(/C=N/n2c(-c3ccccc3)n[nH]c2=S)cc1	5	4	3	4	8	2	5	-11	9
CC(CN1CCCC1)OC(=O)c1ccc(F)cc1 (configuration not stated)	-1	-3	9	2	10	2	-4	30	9
COC(=O)CC1=C(C(=O)OC)C(c2ccc3c(c2Cl)OCO3)C(C#N)=C(N)O1 (configuration not stated)	4	1	-6	-1	5	0	1	-5	2
CC(C)CSc1n[nH]c(N)n1	0	5	-4	0	-1	-2	0	-2	0
Cc1ccc([N+](=O)[O-])cc1S(=O)(=O)Nc1ccc(OCC(=O)N2CCOCC2)cc1	-4	6	11	-1	9	8	5	1	7
COC(=O)/C=c1\sc2ncnn2c1=O	12	-2	-3	-1	3	-1	-3	-11	-2
Cc1ccc(Nc2nc(N)nc(CN3CCc4ccccc4C3)n2)cc1	14	6	-6	-3	1	-1	-8	-22	2
O=Cc1cc2ccccc2nc1SCCCF	-1	2	-2	-5	2	-1	4	-3	12
COC(=O)C(NNc1ccccc1)(NC(=O)c1ccccc1F)C(F)(F)F (configuration not stated)	-9	9	-9	-1	4	-17	15	8	-7
Cc1cc(OCC(=O)NCCc2c[nH]c3ccccc23)c2c(C)c(C)c(=O)oc2c1	-21	3	-6	-1	6	0	4	-5	10
Cc1ccc(C)n1CCN1CCN(C(=O)c2ccco2)CC1	16	1	-4	-3	4	-3	-6	11	-1
NC(=S)Nc1cccc2cccnc12	16	1	-3	2	4	9	1	3	2

Reprinted at random: 6 records from the list, in no set order.
SMILES	PREPL inh	PAFAH1B2 inh	EBNA-1 inhibitor	LYPLA1 inh	PAFAH1B3 inh	LYPLA2 counter	PAFAH2 FP inh	ZTA DNA inh	pPAFAH inh
NC(=S)Nc1cccc2cccnc12	16	1	-3	2	4	9	1	3	2
Cc1ccc(C)n1CCN1CCN(C(=O)c2ccco2)CC1	16	1	-4	-3	4	-3	-6	11	-1
COC(=O)/C=c1\sc2ncnn2c1=O	12	-2	-3	-1	3	-1	-3	-11	-2
Cc1cc(OCC(=O)NCCc2c[nH]c3ccccc23)c2c(C)c(C)c(=O)oc2c1	-21	3	-6	-1	6	0	4	-5	10
Cc1ccc([N+](=O)[O-])cc1S(=O)(=O)Nc1ccc(OCC(=O)N2CCOCC2)cc1	-4	6	11	-1	9	8	5	1	7
CC(C)CSc1n[nH]c(N)n1	0	5	-4	0	-1	-2	0	-2	0

Further records
SMILES	PREPL inh	PAFAH1B2 inh	EBNA-1 inhibitor	LYPLA1 inh	PAFAH1B3 inh	LYPLA2 counter	PAFAH2 FP inh	ZTA DNA inh	pPAFAH inh
CN(C)/C=N/c1nc2nccc(-c3cccc(Cl)c3)n2n1	9	3	4	-1	8	-1	4	3	4
CC(C)(CC(=O)O)CC(=O)N1CCN(c2cc(C(F)(F)F)nc3ccccc23)CC1	-9	-3	-2	1	2	1	-11	-7	0
Cc1cc(NCc2ccccn2)n2nc(C)c(-c3ccc(Cl)cc3)c2n1	11	5	-6	-1	9	-2	0	0	10
NS(=O)(=O)c1ccc(NC(=S)NC(=O)c2cccs2)cc1	-1	2	-2	3	2	0	-4	4	4
Cc1ccc(Nc2cc(C)nc(NCc3ccccc3)n2)cc1	9	2	-2	-5	9	-4	3	-4	1
COc1ccc(-c2nnc(SCC(=O)N3CCC(Cc4ccccc4)CC3)o2)cc1OC	-26	5	3	1	3	1	-4	-1	-2
O=S(=O)(c1ccc(Cl)cc1)n1c(Cc2ccccc2)nc2ccccc21	1	-3	-10	2	-2	6	-4	-4	11
NC(=O)[C@@H]1CCCN1C(=O)c1cc(COc2ccc(F)cc2F)on1	1	2	-3	3	0	3	-1	-10	4
O=C1C2CC=C(Cl)CC2C(=O)N1CCC[n+]1cccc2ccccc21 (configuration not stated)	5	-1	5	-3	8	-4	-3	-10	8
COc1ccc(C(c2c(NC(=O)c3ccccc3)sc(C)c2C)N2CCN(CCO)CC2)cc1 (configuration not stated)	16	4	0	5	-10	5	0	2	5
CCOc1ccc(C(=O)NC2=NCCS2)cc1	-1	.	8	-1	.	2	.	5	4
COc1ccc(-c2cc(CCCC(=O)NCCc3cc(OC)ccc3OC)no2)cc1	13	-3	-5	-3	-5	-2	1	3	6
Cn1c(CCCNC(=O)c2ccccc2)nc2ccccc21	10	2	-7	4	-1	12	-7	-16	8
O=C1C[C@@H](c2ccccc2)Oc2cc(O)cc(O)c21	-19	0	5	3	4	2	10	3	-2
CCOc1ccc(Cl)cc1S(=O)(=O)n1cnc2ccccc21	3	4	0	0	5	0	0	-2	-5
O=C(COc1ccccc1-c1ccccc1)NCc1ccco1	-18	.	9	0	.	3	.	5	11
Cc1nc(NC(=O)/C=C/c2ccccc2)sc1C(=O)N1CCCCC1	9	1	-7	1	6	4	-4	-18	5
Cc1ccc(C2=CSC3=NCCN23)cc1	-7	1	8	0	6	4	8	-14	1
Oc1cccc(/C=N/NC(=S)Nc2cccnc2)c1O	5	4	-7	-5	22	-2	22	6	16
CCCC1=C(C(=O)OCC)C(c2ccc(NC(C)=O)cc2)NC(=O)N1 (configuration not stated)	15	1	5	0	8	0	-2	-1	1
Fc1cccc(-c2cc3nc4c(c(NCc5ccco5)n3n2)CCCC4)c1	29	7	5	-5	4	-2	3	-8	5
CCOC(=O)C1=C(c2ccccc2)NC(=S)NC1c1ccc(Cl)cc1 (configuration not stated)	3	4	2	-2	-4	-1	1	19	2
O=c1cc(CSc2nc3cc(Cl)ccc3o2)nc2sccn12	6	6	4	-1	16	2	6	7	3
CCc1nnc(NS(=O)(=O)c2ccc(NC(=O)c3ccc(C#N)cc3)cc2)s1	4	-1	1	0	4	6	-4	12	-1
CCN(CC(=O)NCc1ccc(F)cc1)Cc1nc2ccccc2c(=O)[nH]1	10	6	-10	-3	2	3	-13	1	1
CN1C(=O)c2ccc(NC(=O)c3c(C(=O)O)cccc3[N+](=O)[O-])cc2C1=O	6	2	3	3	6	1	5	15	-5
COC(=O)c1nc(-c2ccccc2)oc1N(C)C	0	0	2	1	5	-4	0	-3	4
Cn1c(SCC(=O)NCc2cccs2)nnc1-c1ccc(S(=O)(=O)N2CCCC2)cc1	10	1	7	-2	12	0	5	9	-2
CSCC[C@H](NC(=O)c1ccc2ccccc2c1)C(=O)N1CCC2(CC1)NCCc1[nH]cnc12	3	-1	0	1	-5	-4	7	0	5
O=[N+]([O-])c1ccc(N2CCN(S(=O)(=O)c3ccccc3)CC2)cc1NCC1CCCO1 (configuration not stated)	4	5	-3	-1	-2	1	-1	-20	1

Source: PubChem BioAssay

Some of the compounds tested; count on the stated rates, not on these rows.
